BCLXL inh: inhibitors of human Bcl-xL, primary screen, biochemical, fluorescence polarization, HTS; inhibition, % at 10.9 µM; GST-Bcl-xL / FITC-Bim BH3 peptide fluorescence polarization; 0.7% of 320,000 active;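 active = inhibition above the mean of all tested compounds plus 3 SD, cutoff set per campaign, cut at about 30% in these data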;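 also: 0% = DMSO wells and 100% = unlabeled Bim-BH3 peptide competitor; inhibitors lower millipolarization by displacing the labeled peptide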
Target sequence (Q07817 whole entry, looked up): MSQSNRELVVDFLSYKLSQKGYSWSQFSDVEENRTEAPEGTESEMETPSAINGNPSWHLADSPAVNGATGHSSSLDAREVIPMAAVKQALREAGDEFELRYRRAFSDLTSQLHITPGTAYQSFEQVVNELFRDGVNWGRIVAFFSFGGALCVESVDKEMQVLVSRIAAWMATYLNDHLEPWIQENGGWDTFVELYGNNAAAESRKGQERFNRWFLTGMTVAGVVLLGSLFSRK
GRK2 aptamer HTS: compounds blocking aptamer binding on GRK2 – biochemical, human GRK2, bead flow cytometry, HTS, primary screen; Beta-adrenergic receptor kinase 1 (Homo sapiens), P25098; FAM-aptamer displacement from GRK2; inhibition of aptamer binding, % at 10 µM; 0.59% of 330,000 active; AID 488847, 2010;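 active = inhibition of aptamer binding above 40%, roughly 3 SD of noise, on plates passing a quality check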;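 also: median bead fluorescence of bound FAM aptamer so fluorescent compounds give negative values; no value below 0 was filed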
Target sequence (P25098 whole entry, looked up): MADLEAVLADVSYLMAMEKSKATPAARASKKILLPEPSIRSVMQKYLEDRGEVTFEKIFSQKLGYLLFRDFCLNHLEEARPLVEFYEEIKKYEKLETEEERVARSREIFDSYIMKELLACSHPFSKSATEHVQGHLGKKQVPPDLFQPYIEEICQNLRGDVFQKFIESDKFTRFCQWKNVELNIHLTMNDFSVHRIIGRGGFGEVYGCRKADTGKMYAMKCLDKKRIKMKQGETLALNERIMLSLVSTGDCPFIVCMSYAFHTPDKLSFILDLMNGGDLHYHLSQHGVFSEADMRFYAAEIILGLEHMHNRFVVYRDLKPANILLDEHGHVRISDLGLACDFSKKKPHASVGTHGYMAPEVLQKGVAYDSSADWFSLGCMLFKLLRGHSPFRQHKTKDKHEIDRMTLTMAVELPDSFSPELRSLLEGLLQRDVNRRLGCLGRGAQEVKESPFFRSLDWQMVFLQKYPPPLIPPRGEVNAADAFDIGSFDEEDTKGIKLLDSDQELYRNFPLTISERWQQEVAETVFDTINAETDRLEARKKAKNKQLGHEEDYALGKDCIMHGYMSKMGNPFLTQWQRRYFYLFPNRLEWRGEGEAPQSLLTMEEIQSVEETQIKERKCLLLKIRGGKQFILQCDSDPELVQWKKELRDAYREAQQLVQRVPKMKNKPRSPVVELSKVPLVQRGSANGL
Yeast superoxide: reduction of superoxide in aged yeast, primary screen, HTS. S. cerevisiae aged cells, superoxide DHE fluorescence; hits give low values. superoxide response (% of plate mean), % at 10 µM. 0.18% of 330,000 active;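 active = superoxide response under a set limit, about three screen SD below normal, cut at about 65% in these data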;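 also: yeast aged for seven days with compound at 30 °C before DHE staining; 100% = average MFI of all compound-treated wells on the plate with controls excluded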
MEX-5 binding: MEX-5 zinc finger RNA-binding disruptors – biochemical, C. elegans, fluorescence polarization, MLPCN library, primary screen | Zinc finger protein mex-5 (Caenorhabditis elegans), Q9XUB2 | MEX-5/FITC-TCR2 RNA binding; hits give low values | activity score (negative = inhibition of binding), % at 10 µM | 0.38% of 300,000 active | AID 1832, 2009;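 active = inhibition past about -25% in most replicates, and total fluorescence under double the plate's negative control median, limit read from the data; inconclusive = replicates evenly split on the limit, or fluorescence at least double controls; inactive = too little inhibition in most replicates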;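 also: 0% = DMSO and -100% = 5 µM competing unlabeled TCR2 RNA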
GLD-1 TGE inh: GLD-1/TGE RNA complex disruptors, primary screen, biochemical, fluorescence polarization | Female germline-specific tumor suppressor gld-1 (Caenorhabditis elegans), Q17339 | purified GLD-1 + fluorescein TGE RNA | inhibition, % at 5.96 µM | 0.44% of 320,000 active;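 active = percent inhibition above a per-plate cutoff, the plate mean of test compounds plus 3 SD, cut at about 30% in these data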;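 also: 0% = DMSO wells with GLD-1 and probe and 100% = wells lacking GLD-1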
CIT2-GFP yeast: modulators of CIT2-GFP expression in yeast, primary screen, S. cerevisiae, GFP fusion, multiplex flow cytometry, MLPCN library | S. cerevisiae CIT2-GFP strain, 3 h; 100 means same as DMSO wells | GFP response vs DMSO, % at 10 µM | 0.065% of 320,000 active | AID 2029, 2009;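 active = GFP response relative to DMSO above a set limit, near the screen mean plus 3 SD, cut at about 150% in these data; inconclusive = Fewer than 70 cells measured for a yeast strain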;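 also: ratio of well median GFP fluorescence to mean of DMSO wells on the plate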
VLA-4 inh: inhibition in human VLA-4 binding assay, primary screen, VLA-4 allosteric modulator project, MLPCN library, flow cytometry, VLA-4 expressing cells; ligand binding flow cytometry; 0.2% of 330,000 active; Integrin alpha-4 (Homo sapiens), P13612; inhibition, % (about 7 µM as worked out from the volumes in the protocol); in the data active = inhibition above about 50%
MCL1-BIM inh: inhibitors of MCL1 binding to BIM-BH3, primary screen, biochemical, fluorescence polarization. GST-MCL1 / FITC-Bim-BH3 fluorescence polarization. inhibition, % at 10.9 µM. 0.68% of 320,000 active;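 active = inhibition above the mean inhibition of all tested compounds plus 3 SD, set per campaign, cut at about 40% in these data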;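 also: 0% = DMSO wells and 100% = unlabeled Bim-BH3 peptide control; higher means more loss of mP so more displacement of Bim peptide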
AGP1 TOR yeast: modulators of AGP1-GFP expression in yeast TOR pathway, primary screen, cell-based, multiplex flow cytometry, S. cerevisiae, MLPCN library; GFP response vs DMSO, % at 10 µM; AID 2066, 2009; 0.02% of 320,000 active; 3 h; GFP as percent of DMSO wells;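 active = GFP response relative to DMSO above a set limit, near screen average plus 3 SD, cut at about 150% in these data; inconclusive = fewer than 70 cells counted for the yeast strain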;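 also: median GFP channel fluorescence of the gated AGP1 strain per well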
Starred values were filed as active, the others as inactive; ? = inconclusive; . = not tested or not shown.

item	compound	BCLXL inh	GRK2 aptamer HTS	Yeast superoxide	MEX-5 binding	GLD-1 TGE inh	CIT2-GFP yeast	VLA-4 inh	MCL1-BIM inh	AGP1 TOR yeast
1	O=C(Oc1c(Br)cc(C(=S)N2CCOCC2)cc1Br)c1ccc(Cl)cc1	6	1	94	0.9	9	97	-8	-2	97
2	O=C(CNCc1ccco1)Nc1ccc(Oc2ccccc2)cc1	5	4	88	-1.9	0	88	0	3	89
3	Cc1ccc(C(C)C)c(OCC(=O)N/N=C/C2CCCCC2)c1	-1	0	77	1.7	1	101	1	7	107
4	CCOC(=O)C1CCN(C(=O)COC(=O)c2ccc([N+](=O)[O-])o2)CC1	-6	0	142	.	5	98	-4	-1	100
5	CCOC(=O)c1cnc2cc(Cl)c(OC)cc2c1NCC1CCCO1 (centres undefined)	7	0	104	-0.5	11	?	-3	-2	106
6	CCN(C[C@H]1N[C@@](CC)(C(=O)OC)[C@H]2C(=O)N(Cc3ccccc3)C(=O)[C@@H]12)S(=O)(=O)c1ccc(C(C)(C)C)cc1	.	3	95	.	9	95	27	.	99
7	CCc1ccc(N2CC(C(=O)Nc3ccc(S(=O)(=O)Nc4ncccn4)cc3)CC2=O)cc1 (centres undefined)	3	2	107	1.8	1	107	-7	2	105
8	CC(NS(=O)(=O)CCNC(=O)c1ccccc1)c1ccccc1 (centres undefined)	-1	0	98	1.9	-8	100	7	8	107
9	CC(C)OCCCNC1=C(Cl)C(=O)c2ccccc2C1=O	2	0	159	0.4	-2	83	16	0	93
10	c1ccc(OCc2cc(-c3ccccc3)no2)cc1	6	2	90	1.7	3	96	12	0	.
11	Cc1ccc(C2C(C#N)=C(N)Oc3n[nH]c(-c4cccnc4)c32)o1 (centres undefined)	5	0	97	-6.5	-1	94	22	-1	96
12	O=C(NCc1ccccn1)C(F)(F)C(F)(F)C(=O)NCc1ccccn1	1	0	101	-2.4	12	94	5	3	93
13	O=C1C(Cc2cccc([N+](=O)[O-])c2)SC(=Nc2ccccc2)N1c1ccccc1 (centres undefined)	1	0	124	-0.5	2	90	4	-1	96
14	CCCN1CCN(C(=S)NCc2ccc(Cl)cc2)CC1	0	2	102	-0.4	3	106	16	6	109
15	COc1ccccc1N1CCN(S(=O)(=O)c2cn(C)cn2)CC1	-6	3	65*	1.7	3	106	1	-4	101
16	O=C(Nc1cccc(S(=O)(=O)N2CCOCC2)c1)c1ccc(N2CCCC2=O)cc1	9	0	102	.	-2	99	0	-2	92
17	CC(C)CCNC1c2ccccc2C(=O)N1Cc1ccccc1 (centres undefined)	-1	0	100	1.8	1	108	-3	7	104
18	Cc1cc(C(=O)NC2CCCc3c2cnn3-c2cccc(C)c2C)c(C)o1 (centres undefined)	3	0	114	0.0	5	98	-9	-2	99
19	CC(c1ccon1)N(C)Cc1cn(Cc2ccccc2)nc1-c1ccc2c(c1)OCO2 (centres undefined)	5	3	106	-1.0	-3	95	26	-1	96
20	COc1ccc(CCNC(=O)c2ccccc2NC(=O)C2=C(C)OCCS2)c(OC)c1	6	0	95	-1.2	-1	94	8	4	94
21	Cc1sc2ncnc(N3CCN(S(=O)(=O)c4ccccc4)CC3)c2c1C	9	0	91	.	1	99	-11	8	94
22	COc1ccc(C(=O)Nc2ccc(S(=O)(=O)Nc3cc(C)nc(C)n3)cc2)cc1OC	5	2	90	-3.3	-3	103	-7	-7	105
23	CC(C)N(CCCNC(=O)C1CCN(C(=O)c2cc3sccc3n2C)CC1)Cc1ccccc1	-4	2	125	1.2	-2	97	8	-9	89
24	Cc1cc(Cl)ccc1N1C(=O)CC(NNC(=O)c2cccnc2)C1=O (centres undefined)	4	0	103	2.2	-1	93	1	-6	96
25	OCC1(Cc2ccc(Cl)cc2)CCN(CC2CC=CCC2)CC1 (centres undefined)	4	0	92	-1.0	10	111	-1	0	114
26	O=C(Nc1cccc([N+](=O)[O-])c1)c1cc2ccccc2cc1O	4	0	107	-0.1	4	96	6	3	100
27	CN1CCc2nc(SC(C(=O)O)c3ccccc3)c(C#N)c(-c3cccs3)c2C1 (centres undefined)	31*	3	98	-9.8	10	96	-21	46*	101
28	O=C(N/N=C/c1cccc([N+](=O)[O-])c1)c1ccncc1	3	0	86	1.3	-6	106	3	2	107
29	COc1cccc(C2=NOC(C(=O)N3CCN(c4ccccc4)CC3)C2)c1OC (centres undefined)	4	0	98	3.4	4	86	-8	6	95
30	CCn1nc(C(=O)NNS(=O)(=O)c2ccc(C)cc2)c2ccccc2c1=O	.	0	91	.	7	111	1	.	105
31	Cc1cccnc1NC(=O)CNC(=O)C12CC3CC(CC(C3)C1)C2	5	1	99	1.9	-5	91	7	2	108
32	CCOc1ccc(C(=O)CCC(=O)N2CCN(S(=O)(=O)c3cccc(F)c3)CC2)cc1	3	0	105	.	1	89	2	-1	92
33	O=C1CS/C(=C/C(=O)c2cccc(Cl)c2)N1	2	2	83	-12	2	90	2	6	87
34	COc1ccc(CC(=O)Nc2cccc(/C(C)=N/NC(=O)C3(C)CC3(Br)Br)c2)cc1 (centres undefined)	4	0	97	0.9	-4	114	17	6	98
35	COc1ccc(CCNC(=O)c2cnn3cccnc23)cc1OC	-2	0	110	-0.2	-1	96	3	-2	98
36	CC[C@@H]1C/C=C\Cc2ccccc2[C@H](C(=O)C[C@H](O)CC(C)=O)OC1=O	.	0	99	.	-4	98	-26	.	97
37	CCOC(=O)c1ccc(N(CC(=O)NC2CCCC2)C(=O)CNC(=O)c2ccco2)cc1	-2	4	83	0.9	5	85	0	-1	91
38	COC(=O)c1cccc(NC(=O)CSc2nc3cccnc3n2C)c1	10	2	93	.	-1	.	5	7	103
39	COc1ccc(-c2cc3c(=O)n(CC(=O)Nc4cccc(Cl)c4)nc(C)n3n2)cc1	3	2	98	1.6	2	101	1	4	96
40	CC(C)CC1(C(=O)O)NC(c2ccccc2O)C2C(=O)N(C(C)C)C(=O)C21 (centres undefined)	-4	5	101	0.3	-3	104	10	-4	105
41	CCCC(=O)Nc1ccc(C(=O)NCCCn2ccnc2)cc1	1	4	80	1.9	-6	97	0	5	97
42	CCOc1cc(NC(=S)NCc2ccco2)c(OCC)cc1NC(=O)CC	4	0	90	-0.8	5	96	8	8	99
43	COc1ccc(C(=O)Nc2c(O)ccc3ccccc23)cc1	22	98*	91	-1.7	2	101	-6	14	95
44	c1ccc2c(SCc3cn4ccccc4n3)nncc2c1	54*	0	92	4.6	3	80	7	1	98
45	CC(C)C(=O)Nc1nnc(CSCc2ccccc2F)s1	-2	0	94	-2.6	-2	97	33	6	102
46	Clc1cccc(OCCN2CCOCC2)c1	8	0	97	0.3	3	91	11	0	108
47	Cc1cccc(-n2c(SCC(N)=O)nc3c(c2=O)C2(CCCC2)Cc2ccccc2-3)c1	4	0	104	1.4	1	84	2	-1	94
48	CC1=C(C#N)c2nc(N)c(C#N)c(C)c2/C1=C\c1ccc(C)cc1	13	0	116	-3.6	5	94	30	7	96

Single records (already shown). Screens in order: BCLXL inh, GRK2 aptamer HTS, Yeast superoxide, MEX-5 binding, GLD-1 TGE inh, CIT2-GFP yeast, VLA-4 inh, MCL1-BIM inh, AGP1 TOR yeast
Profile of `O=C(NCc1ccccn1)C(F)(F)C(F)(F)C(=O)NCc1ccccn1` → 1, 0, 101, -2.4, 12, 94, 5, 3, 93
Profile of `Cc1ccc(C2C(C#N)=C(N)Oc3n[nH]c(-c4cccnc4)c32)o1` (centres undefined) → 5, 0, 97, -6.5, -1, 94, 22, -1, 96

Continuation:
item	compound	BCLXL inh	GRK2 aptamer HTS	Yeast superoxide	MEX-5 binding	GLD-1 TGE inh	CIT2-GFP yeast	VLA-4 inh	MCL1-BIM inh	AGP1 TOR yeast
49	O=C(CS(=O)(=O)c1c[nH]c2ccccc12)Nc1ccc2c(c1)OCCO2	5	0	117	-1.0	-3	97	-51	9	101
50	C[C@@H]1CCC[C@@]2(O[C@@H](CCO)C[C@H](O)[C@H]2O)O1	8	0	94	-0.4	0	105	4	1	92
51	Cc1c(CNCCCc2ccccc2)c(C(=O)O)c(C)n1Cc1ccccc1	9	0	106	0.3	3	100	-2	3	94
52	O=C(c1cc2nc(-c3ccc(F)cc3)cc(C(F)(F)F)n2n1)N1CCOCC1	8	0	75	-2.0	3	?	-10	10	?
53	O=C(CN1CCCc2ccccc21)N/N=C/c1c(O)ccc2ccccc12	0	1	94	1.4	-9	87	-8	-1	91
54	C=CCN(C(=O)CCC(=O)Nc1cc(C)on1)C(C(=O)NC1CCCC1)c1ccc(OC)c(OC)c1 (centres undefined)	-1	2	100	-1.2	4	99	0	-1	95
55	COc1ccccc1CCNC(=O)CN1C(=O)NC2(CCCC2)C1=O	5	0	81	1.8	3	97	1	4	102
56	CCCc1cc(=O)[nH]c(SCC(=O)N(C)CC(=O)Nc2ccc(F)cc2)n1	3	2	108	.	6	100	-2	1	100
57	Cc1nc(C)c(C(=O)C2=C(O)C(=O)N(CCN(C)C)C2c2ccccc2)s1 (centres undefined)	6	0	104	1.1	2	94	19	1	95
58	COc1cc(N(C)C)c(NC(C)=O)cc1C(=O)O	8	0	103	-0.3	1	91	-4	5	104
59	CCOc1ccc(NC(=O)c2nnn(CC(=O)Nc3ccccc3OCC)c2N)cc1	1	5	96	-0.8	0	95	-4	1	97

Screens (PubChem)
